High-throughput results (PubChem BioAssay)
BCR signal inh: qHTS Assay to Find Inhibitors of Chronic Active B-Cell Receptor Signaling; actives 0.05% (n = 340,000); ABC-DLBCL IkBa-CBG/CBR reporter, luminescence ratio, 4 h; Potency, µM (titrated, usually from 46.1 µM), for inactives: at the top dose ratio change, negative = lower green/red ratio, most hits filed as inhibitors; active means well fitted inhibition curve with a large enough effect in the signal ratio, with a control signal flat, not every such curve was filed as active; inconclusive means small, poorly fitted or top-dose-only effect, or effect the other way, or a change in a side signal; the % refers to the signal ratio;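 further: potency means the concentration at half of the fitted maximal effect; plate controls were basal doxycycline-induced cells for no effect and cells given 10 µM MG132 for full effect; MG132 reads +100%, hits lower the ratio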
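Doxycycline induced both beetle luciferases in TMD8 lymphoma cells; IKK-driven degradation limits the IkappaBalpha-fused green signal, while red luminescence normalises for cell number and nonspecific effects. Compounds tested up to 46 uM, 4 hrs.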
ELG1 DNA repair: qHTS screen for small molecules that inhibit ELG1-dependent DNA repair in human embryonic kidney (HEK293T) cells expressing luciferase-tagged ELG1; HEK293T ELG1-luciferase reporter, luminescence, 16 h; DNA damage induced by 5-fluorouridine; Potency, µM (series often up to 46.1 µM), without a hit: at the top dose activity change, negative = inhibition, actives largely listed as inhibitors; actives 2.3% (n = 330,000); AID 504467, 2011; further: potency means the concentration at half of the fitted maximal effect; on the % scale 0 is the no-effect control and ±100 the full control effect; nearly all actives have a fitted effect of over 55% in size
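Overnight (16 hr) co-exposure of 2,000 cells/well to 5-fluorouridine and compound at 37 °C preceded detection. Luciferase was quantified via ONE-Glo luminescence; loss of signal denotes inhibition.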
TSHR antag: Antagonists of the Thyroid Stimulating Hormone Receptor: HTS campaign. AID 504810, 2011. TSHR-expressing cells, TSH-stimulated cAMP HTRF, 2 h; active compounds read low. Thyrotropin receptor (Homo sapiens), P16473. actives 0.2% (n = 330,000). activity change, negative = inhibition, % at 11.5 µM;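 active means activity change below a set negative limit, meaning inhibition stronger than a set level, cut at about -70% in these data; inconclusive means activity change between two set negative limits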; further: on the % scale 0 is the no-effect control and ±100 the full control effect
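TSHR-expressing cells were treated with compounds, then stimulated with TSH at EC80 (4nM final) for 2 hours at 37 deg C. Cellular cAMP was measured by HTRF competition between lysate cAMP and cAMP-d2 for a cryptate-labelled anti-cAMP antibody.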
A-T KAP1 phos: qHTS Assay for Identifying a Potential Treatment of Ataxia-Telangiectasia; […] A-T fibroblasts, KAP-1 phosphorylation AlphaLISA; neocarzinostatin DNA damage 30 min before lysis; Potency, µM (top dose mostly 57.5 µM), for the others: top-dose activation, most hits filed as activators; actives 0.19% (n = 320,000); AID 485349, 2010; further: potency means the concentration at half of the fitted maximal effect; % of control where 0% means no effect; nearly all actives have a fitted effect of over 45% in size
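ATM-like activity read as KAP-1 phosphorylation via AlphaLISA donor/acceptor antibody pairs after lysis and 6 hr at 25C. Cells were ATM-null patient fibroblasts ([…], hTERT), dosed 60 min, then exposed to the DSB inducer NCS for 30 min.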
Tb PFK inh: qHTS Assay to Find Inhibitors of T. brucei phosphofructokinase; ATP-dependent 6-phosphofructokinase (Trypanosoma brucei brucei), O15648; T. brucei PFK, ADP-Glo luminescence; Potency, µM (top dose mostly 57.5 µM), inactives show at the highest dose activity, negative = inhibition, hits mostly inhibitors; actives 0.17% (n = 330,000); AID 485367, 2010;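 further: potency means the concentration at half of the fitted maximal effect; 0% = uninhibited 1x PFK enzyme wells and -100% = no-enzyme wells; nearly all actives have a fitted effect of over 60% in size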
Target sequence (O15648 whole entry, looked up): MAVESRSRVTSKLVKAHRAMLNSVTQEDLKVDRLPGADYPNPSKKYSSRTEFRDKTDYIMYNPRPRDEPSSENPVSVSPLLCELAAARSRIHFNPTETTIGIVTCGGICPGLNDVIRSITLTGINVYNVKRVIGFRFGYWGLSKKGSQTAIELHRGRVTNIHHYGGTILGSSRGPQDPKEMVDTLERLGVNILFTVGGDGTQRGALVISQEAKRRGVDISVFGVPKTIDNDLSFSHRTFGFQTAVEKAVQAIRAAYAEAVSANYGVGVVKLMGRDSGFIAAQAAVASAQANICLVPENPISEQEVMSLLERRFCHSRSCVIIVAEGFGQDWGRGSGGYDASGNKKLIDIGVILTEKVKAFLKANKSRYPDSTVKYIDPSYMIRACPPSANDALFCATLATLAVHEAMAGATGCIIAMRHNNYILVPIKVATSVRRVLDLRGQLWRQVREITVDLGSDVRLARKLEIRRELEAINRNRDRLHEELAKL
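PFK 1.25 nM, F6P 0.5 mM, ATP 0.1 mM, 0.1 M TEA pH 8.0, 5 mM MgCl2, 0.01% Tween20, 0.1% BSA; 45 min RT. ADP-Glo readout. qHTS titration up to 57 uM; curves fitted, compounds curve-classed.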
Integrin act MD: qHTS for Activators of Integrin-Mediated Alleviation for Muscular Dystrophy; alpha7betagal myoblasts, beta-gal FDG fluorescence, 48 h; Potency, µM (highest dose often 38.3 µM), for inactives: top-dose activation, actives largely listed as activators; actives 0.064% (n = 350,000); AID 624291, 2012;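 further: potency means the concentration at half of the fitted maximal effect; 100% = response of the positive control SU9516; nearly all actives have a fitted effect of over 60% in size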
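Alpha7betagal+/- myoblasts (passage 13) were plated 16-24 hr, then exposed to compounds (1:260 dilution of DMSO stock) for 48 hours at 37C. After MPER lysis, β-galactosidase reporter activity was read as FDG fluorescence (ex 480/em 540) after 30 minutes.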
Mito fusion act: qHTS Assay for Small Molecule Inhibitors of Mitochondrial Division or Activators of Mitochondrial Fusion; S. cerevisiae fusion-defective mutant growth rescue, CellTiterGlo 48 h; Potency, µM (series often up to 46.1 µM), inactives show at the top dose growth rescue (activation), actives largely listed as activators; actives 0.23% (n = 320,000); AID 485298, 2010;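 further: potency means the concentration at half of the fitted maximal effect; % of control where 0% means no effect; nearly all actives have a fitted effect of over 45% in size; temperature-sensitive fusion mutants such as fzo1-1 at 37 °C on non-fermentable ethanol glycerol medium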
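Read-out: ATP-based luminescence (CellTiterGlo, 10 min ambient) reporting growth of fusion-defective ts yeast after 48 hours at 37C on glycerol/ethanol YPEG medium in the presence of compound.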
ASM inhibitor: Inhibitors of Secretory Acid Sphingomyelinase (S-ASM): qHTS; placental ASM, HMU-PC fluorogenic substrate, 60 min; Potency, µM (titrated, usually from 57.5 µM), for the others: top-dose activity change, negative = inhibition, hits mostly inhibitors; actives 0.006% (n = 340,000); AID 504937, 2011; further: potency means the concentration at half of the fitted maximal effect
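Human placenta-derived ASM preincubated with compound 10 min at room temperature, then reacted with 9 uM (final) fluorogenic HMU-PC substrate for 60 min at 37 C. Stop solution raises pH to 10; fluorescence read at Ex 386/Em 447 nm.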
Eya2 phos inh: qHTS Assay for Inhibitors of the Phosphatase Activity of Eya2 | Protein phosphatase EYA2 (Homo sapiens), O00167 | recombinant Eya2, OMFP fluorescence dephosphorylation (OMFP is methylfluorescein phosphate) | Potency, µM (series often up to 76.9 µM), without a hit: top-dose activity, negative = inhibition, usual class: inhibitors | actives 0.006% (n = 330,000) | AID 488837, 2010; further: potency means the concentration at half of the fitted maximal effect; on the % scale 0 is the no-effect control and ±100 the full control effect
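Eya2 (0.2 uM) preincubated 10 min at ambient with compound, then OMFP substrate added at 50 uM; 10 min reaction in 50 mM HEPES pH 7.5, 50 mM NaCl, 5 uM MgCl2, 0.05% BSA, 1 mM DTT. Fluorescence read at Ex 485/Em 525 nm.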
TSG101-PTAP inh: qHTS Assay for Iinhibitors of HIV-1 Budding by Blocking the Interaction of PTAP/TSG101. Tumor susceptibility gene 101 protein (Homo sapiens), Q99816. Fluorescence polarization, FITC-PTAP peptide / Tsg101 binding. Potency, µM (top dose mostly 115 µM), for the others: at the top dose activity change, negative = inhibition, actives largely listed as inhibitors. 340,000 tested, under 10 active. AID 493005, 2010; active means well fitted inhibition curve with a large enough effect in the main read-out, with a control signal flat, not every such curve was filed as active; inconclusive means small, poorly fitted or top-dose-only effect, or effect the other way, or a change in a side signal; inactive means no such curve, though single readings can be large or run the other way; further: potency means the concentration at half of the fitted maximal effect; % of control where 0% means no effect
Target sequence (Q99816 whole entry, looked up): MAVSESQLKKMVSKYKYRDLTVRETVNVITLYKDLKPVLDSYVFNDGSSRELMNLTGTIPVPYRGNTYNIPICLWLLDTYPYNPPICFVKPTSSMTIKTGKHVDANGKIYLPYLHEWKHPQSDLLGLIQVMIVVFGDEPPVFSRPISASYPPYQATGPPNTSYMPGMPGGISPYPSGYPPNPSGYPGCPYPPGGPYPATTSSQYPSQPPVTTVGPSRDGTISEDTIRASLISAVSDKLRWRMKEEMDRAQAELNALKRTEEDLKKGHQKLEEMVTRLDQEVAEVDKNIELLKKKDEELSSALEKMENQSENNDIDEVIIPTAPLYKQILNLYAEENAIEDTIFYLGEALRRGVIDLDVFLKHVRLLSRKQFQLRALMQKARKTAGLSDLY
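Fluorescence polarization binding of Tsg101 binding domain (10 uM final) to FITC-labeled PTAP peptide (50 nM final) in HEPES pH 7.5 buffer with NaCl, Tween 20, EDTA, TCEP. Compounds added before peptide; binding 20 min at RT.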
TCR act: Activators of T cell receptors: qHTS campaign | primary human leukocytes, anti-CD3, IL-2 HTRF, 48 h | 330,000 tested, under 10 active | Potency, µM (titrated, usually from 9.22 µM), for inactives: top-dose activation of IL-2 secretion, hits mostly activators | AID 504894, 2011; further: % of control where 0% means no effect
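Readout: HTRF IL-2, Eu-cryptate/d2 antibody pair, 320nm excitation, 665nm emission. Stimulus: a-CD3 beads, no co-stimulation. Cells: primary human leukocytes. Exposure: 48 hr with compound.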
* = called active by the depositor; ? = inconclusive; / = not tested or not shown; [ ] = remark or other dose. Unless noted, the call rests on the fitted dose curve; in most records, active means well fitted curve in the direction sought with a large enough effect; inconclusive means small, poorly fitted or top-dose-only effect, or another doubt; inactive means no such curve, though single readings can be large; an effect the other way counts as inactive or inconclusive.

SMILES | BCR signal inh | ELG1 DNA repair | TSHR antag | A-T KAP1 phos | Tb PFK inh | Integrin act MD | Mito fusion act | ASM inhibitor | Eya2 phos inh | TSG101-PTAP inh | TCR act
Cc1cccc(NC(=O)CN(CC2CCCO2)C(=O)c2cc3ccccc3o2)c1C (centres undefined) | ? | -1% | 3 | -2% | 2% | 17% | 13% | -1% | -9% | 0% | -3%
COc1ccc2[nH]c(=O)c(CN(C(=O)C3CCCO3)c3ccc(C)c(C)c3)cc2c1 (centres undefined) | 4% | -1% | 16 | 1% | -2% | -10% | 0% | 22% | 4% | -1% | 5%
O=C(COC(=O)c1ccc(S(=O)(=O)Nc2ccccc2)cc1)NCCC1=CCCCC1 | 1% | 24% | 5 | 7% | -2% | -17% | -3% | -1% | 1% | 0% | 1%[46.1 µM]
CCN(CC(=O)NC1CCS(=O)(=O)C1)C(=O)c1cc(OC)c(OC)c(OC)c1 (centres undefined) | -1% | 4% | -8 | 1% | -3% | 1% | -1% | 4% | 5% | -1% | -8%
COC(=O)CSc1nc(C)c(C(C)=O)cc1C#N | ? | ? | 1 | -1% | 1% | 5% | -4% | -3% | 14% | -7% | -4%
CCCCC(CC)c1nnc(NC(=O)c2cccs2)s1 (centres undefined) | -17% | 13% | -1 | -6% | -1% | -7% | -4% | -3% | 1% | 2% | 1%
COc1ccc(OC)c(NC(=O)COC(=O)c2ccc(S(=O)(=O)N3CCOCC3)cc2)c1 | 0% | -7% | -1 | 20% | -1% | -11% | -5% | -2% | 2% | 0% | 4%
CCn1c(SCC(=O)N2CC(C)OC(C)C2)nc2c([nH]c3ccccc32)c1=O (centres undefined) | 10% | 3.3µM* | 3 | 12% | 2% | -32% | 1% | -1% | 1% | 0% | -1%
N=C1/C(=C\c2ccc(-c3cccc(C(=O)O)c3)o2)C(=O)N=C2SC=C(c3ccccc3)N12 | 1% | ? | -33 | / | 0% | 17% | 5% | -1% | -1% | -8% | -2%
CCOC(=O)c1ccccc1NC(=S)N1CCN(C2CCCCC2)CC1 | -1% | -11% | 6 | 7% | -5% | -17% | -6% | 3% | 3% | -6% | 4%
CCOC(=O)c1cnc2cc(C)nn2c1-c1ccccc1 | -4% | -6% | -9 | 2% | 1% | -21% | 1% | -1% | -12% | -4% | -1%
COc1ccccc1NS(=O)(=O)c1cc(NC(=O)c2cc[n+]([O-])cc2)ccc1N1CCCC1 | ? | 0% | 23 | 22% | -17% | ? | -5% | -6% | -1% | -3% | 5%
COc1cccc(CNC(=O)COC(=O)c2c(NC(C)=O)sc(C)c2C)c1 | -1% | -18% | -7 | -14% | 1% | 11% | / | 2% | 4% | 1% | 15%[46.1 µM]
CC(C)CN(C(=O)COC(=O)c1cnccn1)c1c(N)n(Cc2ccccc2)c(=O)[nH]c1=O | -1% | 12% | -1 | 7% | -2% | -47%[inhibitor] | -7% | 14% | 0% | 0% | -4%
CC(Sc1nc(-c2ccco2)nc2c1c(=O)n(C)c(=O)n2C)C(=O)O (centres undefined) | 12% | -1% | -8 | -23% | 2% | 10% | 4% | -10% | 7% | -7% | 6%
CC(C)(C)NC(=O)Cn1cc(C#N)c2cc(Br)ccc21 | 9% | 11% | 1 | -2% | -12% | -16% | -6% | -1% | 13% | -4% | -27%
CC(=O)N1CCC(C(=O)c2ccc(Cl)cc2)CC1 | -4% | -21% | -1 | -2% | -1% | 2% | -1% | 0% | -5% | 0% | 11%
COc1cc(OC)cc(-c2cc3nc(C)cc(N4CCN(C(=O)c5ccco5)CC4)n3n2)c1 | -26% | ? | -3 | 3% | 2% | / | -3% | / | -4% | / | /
Cc1ccc(CNC(=O)c2ccc(N3CCC4(CC3)CC(c3cccc(Br)c3)=NO4)c(NC(=O)c3ccc(Br)cc3)c2)cc1 | 2% | 9% | 3 | 1% | 0% | 0% | / | 4% | 6% | 5% | -3%
CCN(CC)CCCNC(=S)N1CCN(c2nc(-c3ccccc3)cs2)CC1 | ? | -19% | 3 | -5% | 8% | -13% | -9% | -1% | -11% | -1% | 0%
CCOC(=O)C1CCN(C(=O)CCc2nc3sc4c(c3c(=O)[nH]2)CCCC4)CC1 | -17% | ? | -1 | 9% | -28% | -8% | 2% | 7% | 4% | -2% | 1%
O=C(c1ccncc1)c1ccc(Br)cc1 | 0% | -4% | 8 | -2% | -3% | -6% | -3% | 3% | -15% | -5% | 1%
COC(=O)C1CCN(C(=O)COC(=O)c2n[nH]c3ccccc23)CC1 | ? | ? | 3 | 3% | 3% | -16% | -2% | 0% | -2% | 0% | -5%
CCOc1ccc(CCNC(=O)COC(=O)CNS(=O)(=O)c2ccc(NC(C)=O)cc2)cc1OCC | 0% | 9% | -1 | -1% | -4% | -1% | 0% | 2% | -15% | -1% | 3%
CCn1cc([N+](=O)[O-])c(C(=O)N2CCOCC2)n1 | 5% | -2% | 3 | 6% | 1% | 2% | -1% | 2% | 0% | 1% | 0%[46.1 µM]
Cc1ccc(NC(=O)CNc2cccc(S(=O)(=O)N3CCCCC3)c2)cc1F | 7% | -20% | -11 | 4% | 2% | -12% | -3% | / | -10% | -2% | 4%
COc1cc2ncnc(NCc3ccc(C)o3)c2cc1OC | -1% | -15% | -3 | -6% | -1% | -11% | 5% | 5% | -3% | -5% | 2%
C[C@H](CO)N1C[C@H](C)[C@@H](CN(C)S(=O)(=O)c2ccc(F)cc2)Oc2c(NS(=O)(=O)c3ccccc3)cccc2C1=O | 7% | -10% | 7 | 17% | -2% | -7% | / | 0% | -18% | -15% | 1%
COc1ccc(NC(=S)N2CCCC2)cc1OC | -1% | -6% | -14 | -6% | 0% | -3% | 0% | -2% | 5% | -1% | 1%
O=c1c2oc3ccccc3c2[nH]c(=S)n1-c1ccccc1 | ? | 11% | 14 | 1% | 0% | -4% | 9% | -1% | 4% | -2% | -14%[46.1 µM]
c1ccc(-c2nnc(CSc3nc4ccccc4[nH]3)o2)cc1 | -1% | 0% | 4 | 9% | -2% | -23% | 5% | 0% | 3% | -2% | 0%

Rewritten with two lines to a compound: three of the compounds above.
Values run as follows: BCR signal inh	ELG1 DNA repair	TSHR antag	A-T KAP1 phos	Tb PFK inh	Integrin act MD	Mito fusion act	ASM inhibitor	Eya2 phos inh	TSG101-PTAP inh	TCR act
- C[C@H](CO)N1C[C@H](C)[C@@H](CN(C)S(=O)(=O)c2ccc(F)cc2)Oc2c(NS(=O)(=O)c3ccccc3)cccc2C1=O
    7%	-10%	7	17%	-2%	-7%	/	0%	-18%	-15%	1%
- O=c1c2oc3ccccc3c2[nH]c(=S)n1-c1ccccc1
    ?	11%	14	1%	0%	-4%	9%	-1%	4%	-2%	-14%[46.1 µM]
- CCOc1ccc(CCNC(=O)COC(=O)CNS(=O)(=O)c2ccc(NC(C)=O)cc2)cc1OCC
    0%	9%	-1	-1%	-4%	-1%	0%	2%	-15%	-1%	3%
